MLL CXXC-DNA inh: inhibitors of human MLL CXXC domain-DNA interaction; Q03164; MLL-CXXC / FITC-HOXA9 DNA fluorescence polarization; Potency, µM (titrated, usually from 115 µM), for inactives: at the top dose activity change, negative = inhibition, actives largely listed as inhibitors; 290,000 compounds, 0.037% hits; AID 2662; active = well fitted inhibition curve with a large enough effect in the polarisation, with a control signal flat, not every such curve was filed as active; inconclusive = small, poorly fitted or top-dose-only effect, or effect the other way, or a change in a side signal; inactive = no such curve, though single readings can be large or run the other way; the % refers to the polarisation; also: potency is read from the fitted curve at half-maximal effect
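Fluorescence polarization: 7 uM MLL-CXXC (stock) preincubated 5 min with compounds, then 50 nM fluorescein-HOX-A9 DNA (stock) added; 30 min ambient. Buffer 50 mM Tris-HCl pH 7.5, 50 mM NaCl, 1 mM DTT, 0.05% BSA.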
GALK inh: galactokinase (human) inhibition; P51570; 270,000 compounds, 0.007% hits; Potency, µM (series often up to 57.5 µM), inactives show top-dose activity change, negative = inhibition, hits mostly inhibitors; Purified GALK, Kinase-Glo residual ATP luminescence; also: potency is read from the fitted curve at half-maximal effect; % is scaled to controls: 0 for no effect and ±100 for the full control effect
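Luminescence from leftover ATP (Ultra-Glo luciferase/luciferin) served as read-out after a 1 h room-temperature reaction of 5 nM GALK with 35 uM ATP and 100 uM galactose.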
Giardia killer: kills Giardia lamblia; Giardia lamblia trophozoite viability; activity change, % at 7.66 µM, hits read low; 340,000 compounds, 0.15% hits; AID 540267; in the data active = activity change below about -80%; inconclusive = between about -30% and that limit;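 also: parasites exposed to compound for two days anaerobically before the ATP read; % is scaled to controls: 0 for no effect and ±100 for the full control effect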
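Luminescent ATP signal served as the viability read-out, measured 15-30 min after adding ATP detection reagent to trophozoites that had been incubated with compounds for 48 hrs at 37 deg C anaerobically at 100 cells/well.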
USP2a inh: USP2a (human) protease inhibition. O75604. USP2 core, Ub-CHOP2 coupled fluorogenic reporter, 485/531. Potency, µM (titrated, usually from 38.3 µM), for the others: at the highest dose activity change, negative = inhibition, hits mostly inhibitors. 330,000 compounds, 0.01% hits. AID 463254;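 also: potency is read from the fitted curve at half-maximal effect; plate controls were DMSO wells for no effect and full inhibition by NEM control for full effect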
Target sequence (O75604 whole entry, looked up): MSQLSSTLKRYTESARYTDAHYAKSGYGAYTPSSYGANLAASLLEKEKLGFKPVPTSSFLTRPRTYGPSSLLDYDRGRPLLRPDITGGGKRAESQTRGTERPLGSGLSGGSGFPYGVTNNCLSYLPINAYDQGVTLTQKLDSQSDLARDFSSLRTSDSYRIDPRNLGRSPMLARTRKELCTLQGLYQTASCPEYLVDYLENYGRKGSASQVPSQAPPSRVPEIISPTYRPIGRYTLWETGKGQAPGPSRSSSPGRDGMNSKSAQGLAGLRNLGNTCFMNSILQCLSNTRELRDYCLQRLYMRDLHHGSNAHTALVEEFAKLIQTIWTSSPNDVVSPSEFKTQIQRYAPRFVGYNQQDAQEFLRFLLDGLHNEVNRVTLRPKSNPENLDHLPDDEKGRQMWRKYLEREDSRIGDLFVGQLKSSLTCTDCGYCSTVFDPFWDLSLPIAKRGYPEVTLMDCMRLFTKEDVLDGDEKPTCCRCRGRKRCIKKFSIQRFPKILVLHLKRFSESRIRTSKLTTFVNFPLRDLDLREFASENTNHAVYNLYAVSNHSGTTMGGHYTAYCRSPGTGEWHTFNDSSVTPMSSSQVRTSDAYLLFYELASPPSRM
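Cell-free coupled assay: 10nM USP2 core preincubated 30min RT with compound in Tris-HCl pH 8.0/CaCl2/CHAPS buffer, then 25nM Ub-CHOP2 and 25nM reporter substrate; fluorescence (Ex 485/Em 531) read after 60min RT, normalized to NEM inhibition, concentration-response curves fitted.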
B2AR arrestin: recruits beta-arrestin to the human beta2-adrenergic receptor; 330,000 compounds, 0.02% hits; P07550; beta-arrestin recruitment to beta2AR, cell-based reporter; Potency, µM (doses to about 46.1 µM), inactives show top-dose activation, usual class: activators;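 also: potency is read from the fitted curve at half-maximal effect; 0% = DMSO controls and full agonism = EC100 isoproterenol or metaproterenol; nearly all actives have a fitted effect of over 65% in size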
Target sequence (P07550 whole entry, looked up): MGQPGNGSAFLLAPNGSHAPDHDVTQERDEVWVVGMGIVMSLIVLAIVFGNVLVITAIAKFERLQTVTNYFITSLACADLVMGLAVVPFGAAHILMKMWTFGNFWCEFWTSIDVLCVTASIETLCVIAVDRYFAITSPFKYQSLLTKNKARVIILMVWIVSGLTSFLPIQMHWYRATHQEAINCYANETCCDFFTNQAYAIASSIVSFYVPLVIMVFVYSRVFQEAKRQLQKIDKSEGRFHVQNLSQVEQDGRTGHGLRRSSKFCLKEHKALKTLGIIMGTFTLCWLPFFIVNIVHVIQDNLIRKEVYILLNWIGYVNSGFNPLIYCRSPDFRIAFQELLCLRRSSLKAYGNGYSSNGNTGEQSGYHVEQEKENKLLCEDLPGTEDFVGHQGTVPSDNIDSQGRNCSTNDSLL
KCNH2 WT inh: inhibitors of human wildtype KCNH2 potassium channel | Q12809 | U2OS, BacMam KCNH2, thallium flux FluxOr; hits give low values | activity change, % at 1.84 µM | 340,000 compounds, 0.37% hits | AID 720551;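 active = maximum activity change below -70%; inconclusive = maximum activity change between -70% and -50%; inactive = maximum activity change above -50%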; also: % is scaled to controls: 0 for no effect and ±100 for the full control effect
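U2OS cells were transduced with wild-type KCNH2 virus (2.03 x 10^8 / mL) for 4 h at room temperature, then cultured overnight at 37 C. Thallium flux was read with FluxOr dye. Rate constants were normalized to DMSO controls.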
Menin MLL FP TR: inhibitors of human menin-MLL interaction, mutant MLL peptide | O00255 | Menin + Texas Red MLL mutant peptide, fluorescence polarization | Potency, µM (titrated, usually from 61.6 µM), for the others: at the highest dose FP activity change, negative = inhibition, hits mostly inhibitors | 270,000 compounds, 0.23% hits | AID 1768; active = well fitted inhibition curve with a large enough effect in the polarisation, with a control signal flat, not every such curve was filed as active; inconclusive = small, poorly fitted or top-dose-only effect, or effect the other way, or a change in a side signal; inactive = no such curve, though single readings can be large or run the other way; the % refers to the polarisation; also: potency is read from the fitted curve at half-maximal effect; % of control where 0% means no effect; many of its hits are not listed in these tables
TRPV1 agonist: human TRPV1 agonism | Q8NER1 | TRPV1-expressing cells, Fluo-8 calcium influx, agonist mode | activation, % at 8.33 µM | 320,000 compounds, 0.19% hits | AID 540275; in the data active = activation above about 80%; inconclusive = between about 30% and that limit; also: 0% is about no effect
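Fluo-8 calcium influx in TRPV1-expressing cells, kinetic read (ex 480/em 520 nm). Compound added and read 3 min for agonist activity, followed by capsaicin at EC20 final and 2 min further read for enhancement.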
PKM2 act: activators of human pyruvate kinase M2; P14618; 260,000 compounds, 0.34% hits; Potency, µM (highest dose often 57.5 µM), without a hit: at the highest dose activation, most hits filed as activators; purified PKM2, Kinase-Glo ATP luminescence, activation; response scale: 0% is enzyme alone, no compound; also: potency is read from the fitted curve at half-maximal effect; % is scaled to controls: 0 for no effect and ±100 for the full control effect; nearly all actives have a fitted effect of over 55% in size
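ATP formation by purified human PK-M2, quantified via coupled luciferase luminescence after 1 h at room temperature with 0.1 mM ADP and 0.5 mM PEP final.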
Coupling enz: inhibits coupling enzyme system, counter-screen for aldolase hits; coupling enzyme system counterscreen, AmpLite Red fluorescence; activity change, negative = inhibition, % at 58.2 µM, hits read low; 290,000 compounds, 0.67% hits; AID 2472; in the data active = activity change below about -30%; also: % is scaled to controls: 0 for no effect and ±100 for the full control effect
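Counterscreen lacking aldolase: glyceraldehyde-3-phosphate coupling-enzyme reagent preincubated 10 min at RT with compound (at 57.5 uM final), then substrate/coupling system with AmpLite Red added; fluorescence read at 525/598 nm after 20 min RT.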
KCNH2 3.1 block: inhibitors of human KCNH2 3.1 potassium channel isoform. U2OS KCNH2 3.1, thallium flux FluxOr; hits give low values. activity change, % (tested at about 1.8 µM). 340,000 compounds, 0.95% hits;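 active = maximum activity change below -70%; inconclusive = maximum activity change from -70% to -50%; inactive = maximum activity change above -50%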;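 also: thallium influx rate constant from kinetic fluorescence after stimulation buffer; % is scaled to controls: 0 for no effect and ±100 for the full control effect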
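Thallium flux read-out: FluxOr dye with Red40 quencher in HBSS/HEPES, 45 min at RT. Rate constants from kinetic reads were normalized to positive and negative DMSO controls. Cells: U2OS virally expressing the 3.1 isoform.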
Numbers without * were called inactive; i = inactive; ? = inconclusive; · = not tested or not shown; [ ] = remark or other dose. Unless noted, calls follow the shape of the dose curve; as a rule, active = well fitted curve in the direction sought with a large enough effect; inconclusive = small, poorly fitted or top-dose-only effect, or another doubt; inactive = no such curve, though single readings can be large; an effect the other way counts as inactive or inconclusive. Some of the compounds tested; the hit share may differ from the screen's.

item	Structure	MLL CXXC-DNA inh	GALK inh	Giardia killer	USP2a inh	B2AR arrestin	KCNH2 WT inh	Menin MLL FP TR	TRPV1 agonist	PKM2 act	Coupling enz	KCNH2 3.1 block
1	COc1ccccc1C(=O)C1CCCN(C(=O)c2ccccc2C(C)=O)C1 (stereo not given)	2%	·	-7	0%	-0.6%	-13	-23%	7	-2%	2	-4
2	CCCCCCCCCCCCS[C@H]1CS(=O)(=O)C[C@@H]1O	2%	0%	-9	0%	-0.8%	13	·	-2	1%	1	1
3	O=C(CCN1CCCCC1)N/N=C/c1ccc(Br)cc1	0%	6%	-10	1%	0.5%	3	-13%	-1	4%	1	-75*
4	COc1ccc(NC(=O)CN2CCC(C(N)=O)(N3CCCCC3)CC2)c(OC)c1	-11%	0%	-4	-2%	-0.4%	5	-7%	?	-1%	2	7
5	COc1ccc(NC(=O)CN2CCN(c3c(C)cccc3C)CC2)cc1	2%	-6%	-28	-1%	0.1%	10	?	27	-2%	1	-44
6	O=S(=O)(c1ccccc1)c1nc(-c2ccc(F)cc2)oc1N1CCOCC1	-5%	-2%	-5	2%	0.1%	6	-9%	6	-1%	2	-1
7	Nc1cccc(-n2nncc2-c2ccccc2)c1	4%	3%	-2	-2%	-0.9%	0	7%	0	-4%	2	4
8	NC(=O)C1=NOC(CNc2ncc(C(F)(F)F)cc2Cl)C1 (stereo not given)	-2%	2%	24	7%	-0.9%	-3	14%	?	1%	1	15
9	Cc1ccc(NC(=O)CCc2c(C)nn(-c3ccc(N4CCOCC4)nn3)c2C)cc1C	8%	-7%	12	2%	-0.7%	8	0%	-1	-4%	3	20
10	COc1ccc(Cn2nnnc2C(C(C)C)N2CCc3ccccc32)cc1 (stereo not given)	-1%	2%	-7	·	·	-34	10%	13	-1%	-13	1
11	CCOc1ccc(NC(=O)Nc2cccc(C)n2)cc1	-16%	1%	7	0%	-0.1%	-3	-7%	4	·	-2	-3
12	COc1cc(NC(=O)C/C(C)=N/NC(=O)Cc2ccc(Cl)cc2)c(OC)cc1Cl	7%	·	-13	2%	3.9%	1	0%	4	8%	-1	0
13	COc1ccccc1S(=O)Cc1ccc(C(=O)O)o1 (stereo not given)	-9%	-1%	0	2%	-0.3%	-21	5%	-1	-8%	0	1
14	CCn1cc([N+](=O)[O-])c(=O)c2cc(F)c(N3CCOCC3)cc21	4%	5%	?	-3%	-1.0%	1	-20%	-6	·	0	-9
15	O=C(CCN1C(=O)S/C(=C\c2ccccc2)C1=O)N1CCCCC1	-6%	5%	2	0%	-0.2%	-14	·	?	·	1	4
16	CC1(C)Cc2ccccc2-c2nnc(-c3cccnc3)n21	-4%	-4%	-8	1%	-0.1%	3	-29%	1	0%	2	3
17	Cc1cccc(NC(=S)NNC(=O)c2csc(C(C)C)c2)c1	-6%	-2%	0	-1%	2.6%	-2	7%	24	3%	2	8
18	O=C(c1cccs1)N(C(=O)c1cccs1)c1ccc(Br)cn1	144%[activator]	2%	-21	1%	0.3%	0	13%	17	-12%	10	2
19	Cc1ccc(NC(=O)c2cc3ccccc3o2)cc1Cl	-4%	6%	4	1%	0.6%	4	-16%	-1	0%[11.5 µM]	-13	-8
20	Cc1nc2ccccn2c1-c1csc(Nc2ccc(C(=O)O)cc2)n1	0%	-2%	-6	1%	0.6%	11	-23%	1	·	2	-10
21	COc1ccc(-n2c(-c3ccc(Br)cc3)nc(=S)c3c2CCCC3)cc1	8%	1%	3	4%	0.0%	-19	6%	-1	16%	10	?
22	CCc1cc(C(=O)NNC(=S)Nc2cc(C)ccc2C)cs1	-2%	-4%	-5	-8%	-0.5%	2	-7%	1	-3%	3	21
23	Cn1cc(CNCCN2CCCCC2=O)c(-c2cccc(Cl)c2)n1	4%	-1%	11	3%	-0.1%	14	-1%	1	1%	-1	7
24	CCOc1ccc(Oc2c(/C=N/NC(N)=O)c(C)nn2-c2ccccc2)cc1	11%	0%	7	1%	1.1%	i	0%	15	3%	3	2
25	COC(=O)[C@@H](N)Cc1ccc(O)c(O)c1	-13%	·	-21	1%	-2.2%	-9	4%	1	·	·	9
26	Cc1cc(C(F)F)n2ncc(C(=O)N3CCC(C(N)=O)CC3)c2n1	1%	-3%	-29	0%	-0.3%	15	-8%	1	-19%	0	-8
27	O=C(Nc1ccc2c(c1)OCCO2)C1CC(O)CN1C(=O)Nc1ccccc1 (stereo not given)	8%	5%	7	2%	-0.6%	-8	-30%	-1	-6%	3	-13
28	O=C(/C=C/c1ccccc1)NC(=S)Nc1ccccc1	18%	5%	23	2%	0.4%	9	-12%	3	0%	2	17
29	O=C(Cc1ccccc1)NCC(=O)OCC(=O)c1cccs1	-3%	3%	-6	-2%	-0.2%	5	-3%	0	-3%	3	2
30	O=C(C1CCCCC1)N1CCN=C1SCc1cccnc1	-2%	2%	8	-2%	-0.4%	-3	-5%	0	2%	3	15
31	CCOc1ccc(S(=O)(=O)NCC(=O)OCc2nnc(-c3ccccc3)o2)cc1	·	·	-10	0%	-0.6%	1	·	1	·	·	-6
32	COc1cc(C(=O)OCC(=O)NC(=O)c2cccn2C)ccc1OC(F)F	4%	9%	2	1%	-0.9%	-3	6%	7	-5%	6	2
33	CC1Cc2ccccc2N1Cc1cc(=O)c(OCC(=O)NCCc2ccccc2)co1 (stereo not given)	·	·	7	-2%	-0.3%	0	·	16	·	·	4
34	COc1ccc(N(CN2C(=O)C3C4C=CC(C4)C3C2=O)C(=O)c2ccco2)cc1 (stereo not given)	-2%	0%	2	5%	3.3%	26	-16%	1	-3%	2	16
35	C/C(=N\O)C(=O)NCCN(C)C	2%	·	?	1%	-3.8%	-4	20%	5	-1%	-1	9
36	FC(F)(F)c1cc(-c2ccco2)nc(-n2cnc3ccccc32)n1	-2%	-1%	3	3%	-0.3%	11	8%	2	-1%	-2	-19
37	CC(C)(C)C(=O)Nc1nnc(CCc2ccccc2)s1	-6%	8%	-4	-1%	0.0%	-4	-1%	3	2%[11.5 µM]	0	-14
38	Cc1ccc(NC(=O)CCN2C(=O)c3ccccc3C2=O)c(C)c1	-3%	-1%	1	0%	0.1%	-13	?	-3	·	1	1
39	COc1ccc(CCNC(=O)c2ccc(S(=O)(=O)N3CCCCC3)cc2)cc1	·	·	16	0%	0.1%	-4	·	3	·	·	2
40	CCCN(CC(=O)Nc1ccccc1C)C(=O)CSc1ccccc1C	·	·	-9	0%	-0.1%	1	·	11	·	·	-12
41	O=C(Nc1cccc(C(=O)N2CCOCC2)c1)c1ccccc1Cl	2%	0%	-7	1%	-0.2%	-24	·	0	-5%	·	20
42	O=C(Nc1cccc(-c2cnc3ccccc3n2)c1)C1CC(=O)N(c2ccccc2)C1 (stereo not given)	-2%	-5%	9	-2%	0.2%	-6	·	-1	0%	·	·
43	C=CCn1cc(-c2ccc(Cl)cc2)cc(C#N)c1=O	-12%	4%	5	-1%	0.4%	-2	-1%	2	-7%	3	-24
44	CCS(=O)(=O)N1CCN(C(=O)C(c2ccccc2)c2ccccc2)CC1	2%	4%	-25	0%	-0.4%	-4	-1%	15	-4%	-2	·
45	Cc1c(NC(=O)COc2ccc3ccc(=O)oc3c2)c(=O)n(-c2ccccc2)n1C	·	·	-7	1%	-0.5%	-5	·	-6	·	·	1
46	O=C(NC1CCCC1)C(c1ccncc1)N(C(=O)c1csnn1)c1ccc(F)c(Cl)c1 (stereo not given)	11%	0%	5	-1%	0.5%	1	12%	-2	-5%	2	-6
47	CC(C)CCn1c(=O)c2ccccc2n2c(CN3CCCC3)nnc12	-23%	3%	-9	1%	0.0%	4	-29%	7	-1%	1	-9
48	Cc1cc(=O)nc2c3ccccc3n(C(C)C(=O)Nc3cc(F)ccc3F)n12 (stereo not given)	-9%	3%	7	1%	-0.9%	-2	·	4	-2%	4	1
49	COc1cccc(N2CCN(S(=O)(=O)c3cccc4nsnc34)CC2)c1	0%	1%	-21	3%	0.5%	39	7%	7	19%	2	-15
50	COc1cccc(CNC(=O)c2cc(S(=O)(=O)N3CCOCC3)ccc2N2CCCC2)c1	·	·	5	1%	0.1%	-9	·	-1	·	·	-1
51	O/N=C/c1cc(Cl)ccc1OCc1cccc2ccccc12	15%	1%	·	-3%	-0.5%	·	44%[activator]	4	1%	4	·
52	COCCNC(=O)c1ccc(CS(=O)(=O)c2ccc(Cl)cc2)o1	?	0%	-5	-9%	-0.4%	-5	-2%	1	1%	3	-18

Screening results from PubChem.
